PI5P4K alpha inh: qHTS for Inhibitors of phosphatidylinositol 5-phosphate 4-kinase (PI5P4K). AID 652105, 2013. 330,000 compounds, 1.2% hits. Phosphatidylinositol 5-phosphate 4-kinase type-2 alpha (Homo sapiens), P48426. max response, %. PI5P4Kalpha enzyme, ADP-Glo luminescence, 60 min; active compounds read low; active means max response of -50% or lower; inconclusive means between -30% and -50%; inactive means -30% or higher; further: value at the top dose of about 77 µM; on the % scale 0 is the no-effect control and ±100 the full control effect
Target sequence (P48426 whole entry, looked up): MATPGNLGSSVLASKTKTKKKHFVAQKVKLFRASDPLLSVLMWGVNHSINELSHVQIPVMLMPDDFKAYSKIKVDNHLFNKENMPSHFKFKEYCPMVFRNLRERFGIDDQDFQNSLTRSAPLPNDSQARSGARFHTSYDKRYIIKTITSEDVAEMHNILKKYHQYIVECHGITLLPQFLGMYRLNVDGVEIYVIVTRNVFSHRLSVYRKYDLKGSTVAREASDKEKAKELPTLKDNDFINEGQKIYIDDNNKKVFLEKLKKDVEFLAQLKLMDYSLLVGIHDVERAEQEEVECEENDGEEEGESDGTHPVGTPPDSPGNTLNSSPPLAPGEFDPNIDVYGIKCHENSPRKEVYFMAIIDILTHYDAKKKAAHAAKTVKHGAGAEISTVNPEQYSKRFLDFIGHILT
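Luminescence from ADP-Glo served as readout of PI5P4Kalpha activity in a qHTS format. Reaction: enzyme, substrate, compound, ATP at 5 microM final, 60 min at RT.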
EPAC1 antag: qHTS for Antagonist of cAMP-regulated guanine nucleotide exchange factor 3 (EPAC1): primary screen; 360,000 compounds, 0.14% hits; Potency, µM (series often up to 115 µM), for the others: at the top dose activity change, negative = inhibition, usual class: inhibitors; EPAC1 GEF assay, Rap1b-BODIPY-GDP exchange fluorescence; Rap guanine nucleotide exchange factor 3 (Homo sapiens), O95398;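 further: potency means the concentration at half of the fitted maximal effect; plate controls were vehicle for no effect and positive control for full effect; nearly all actives have a fitted effect of over 50% in size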
aSyn rescue: qHTS of alpha-syn Inhibitors. 370,000 compounds, 0.14% hits. Potency, µM (doses to about 46.1 µM), for inactives: top-dose growth rescue (activation), most hits filed as activators. Yeast expressing alpha-synuclein, growth rescue, BacTiter-Glo, 24 h. AID 652106, 2013; further: potency means the concentration at half of the fitted maximal effect; % of control where 0% means no effect; nearly all actives have a fitted effect of over 65% in size
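Galactose-induced alpha-syn yeast (OD600=0.02, raffinose-pregrown) + pinned cpd, 24 hr, 30 deg C; growth by BacTiter-Glo luminescence. Growth restoration scores as activation.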
PLK1 PBD block: qHTS for Inhibitors of PLK1-PDB (polo-like kinase 1 - polo-box domain): Primary Screen; Serine/threonine-protein kinase PLK1 (Homo sapiens), P53350; Plk1 PBD binding of FITC phosphopeptide, fluorescence polarization; Potency, µM, inactives show max response, negative = inhibition, hits mostly inhibitors; 360,000 compounds, 2.8% hits; further: potency means the concentration at half of the fitted maximal effect; series mostly up to about 57 µM; on the % scale 0 is the no-effect control and ±100 the full control effect; nearly all actives have a fitted effect of over 65% in size
Target sequence (P53350 whole entry, looked up, the tested form may be a part): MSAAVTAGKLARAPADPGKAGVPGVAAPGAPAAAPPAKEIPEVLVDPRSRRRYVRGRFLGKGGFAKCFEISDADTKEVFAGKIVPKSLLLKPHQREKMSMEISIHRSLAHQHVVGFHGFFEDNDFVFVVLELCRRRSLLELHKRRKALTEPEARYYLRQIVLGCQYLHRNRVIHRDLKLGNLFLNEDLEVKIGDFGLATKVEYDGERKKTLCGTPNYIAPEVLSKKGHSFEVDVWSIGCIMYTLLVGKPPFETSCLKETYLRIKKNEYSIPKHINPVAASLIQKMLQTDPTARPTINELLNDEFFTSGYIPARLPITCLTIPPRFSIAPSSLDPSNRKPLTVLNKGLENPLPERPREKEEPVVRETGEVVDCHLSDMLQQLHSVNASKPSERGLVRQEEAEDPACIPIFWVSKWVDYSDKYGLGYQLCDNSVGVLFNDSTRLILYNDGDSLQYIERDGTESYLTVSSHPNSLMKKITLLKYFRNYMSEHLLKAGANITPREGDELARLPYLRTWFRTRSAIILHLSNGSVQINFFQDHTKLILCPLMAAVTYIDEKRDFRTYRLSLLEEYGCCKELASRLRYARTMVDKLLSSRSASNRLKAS
Abeta rescue: qHTS for compounds that reverse cellular toxicity of Amyloid beta (A-beta) peptide in yeast: Primary Screen; yeast expressing A-beta42, growth rescue, OD600, 48 h; response scale: 0% DMSO, 100% iron-clioquinol control; Potency, µM (top dose mostly 46.1 µM), for inactives: at the highest dose growth rescue, actives largely listed as activators; 410,000 compounds, 0.063% hits; AID 1347071, 2019; further: potency means the concentration at half of the fitted maximal effect; nearly all actives have a fitted effect of over 55% in size
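Growth rescue measured by 600 nm absorbance after 48 h yeast culture at 30 C with compound. Values normalized between DMSO and an equimolar ferric chloride plus clioquinol control.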
FUS yeast rescue: qHTS for Suppressors of FUS Proteinopathy: Primary screen using FUS-linked yeast assay. S. cerevisiae FUS-expressing, growth rescue, OD600, 24 h. Potency, µM (series often up to 76.6 µM), for inactives: at the top dose growth rescue (activation), usual class: activators. 390,000 compounds, 0.24% hits. AID 1347120, 2019;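 further: potency means the concentration at half of the fitted maximal effect; plate controls were DMSO vehicle for no effect and reference control for full effect; nearly all actives have a fitted effect of over 55% in size; some results filed as inactive show a strong effect at the top dose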
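S. cerevisiae expressing FUS from galactose induction served as the toxicity model. Growth after 24hr at 30C, read as absorbance at 600 nm, indicates suppression of toxicity; compounds dosed at several concentrations.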
WRN helicase inh: qHTS for Inhibitors of WRN Helicase; Potency, µM (doses to about 114 µM), inactives show at the top dose activity change, negative = inhibition, hits mostly inhibitors; WRN helicase unwinding, fluorescent forked duplex, kinetic; 360,000 compounds, 0.46% hits; further: potency means the concentration at half of the fitted maximal effect; on the % scale 0 is the no-effect control and ±100 the full control effect; nearly all actives have a fitted effect of over 55% in size
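Screening of the MLSMR collection measured strand separation of a quenched forked DNA duplex (100 nM) by 20 nM WRN with 2 mM ATP, all final. Compounds were preincubated with enzyme 15 min at room temperature.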
IL-2 act: qHTS of IL-2 Activators. AID 652025, 2013. activation, % (series mostly up to about 46 µM). IL-2 activation reporter assay, cell-based qHTS; stimulated with anti-CD3/CD4/CD28 beads; in transgenic mouse T cells. 360,000 compounds, 0.065% hits; in the data active means activation above about 50%; inconclusive means mostly about 30% to 49%; further: 0% is about no effect
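Unstimulated transgenic mouse T cells preincubated 60 min with compound, then stimulated with anti-CD3/anti-CD4-coated beads plus anti-CD28 for 18 h at 37 degrees C. IL-2 response read as EGFP and DsRed fluorescence by plate cytometry.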
EPAC1 agonist: qHTS for Agonist of cAMP-regulated guanine nucleotide exchange factor 3 (EPAC1): primary screen | Rap guanine nucleotide exchange factor 3 (Homo sapiens), O95398 | EPAC1 agonist qHTS, biochemical assay; response scale: 100% = response to 6.5 mM cAMP | Potency, µM (top dose mostly 154 µM), for inactives: at the top dose activation, most hits filed as activators | 360,000 compounds, 0.073% hits; further: potency means the concentration at half of the fitted maximal effect; nearly all actives have a fitted effect of over 60% in size
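Multi-concentration qHTS readout: loss of Rap1B-bound BODIPY-GDP fluorescence driven by 100 nM EPAC1 with excess GDP (50 uM), monitored kinetically at room temperature; agonist response expressed relative to 6.5 mM cAMP.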
* marks the source's active call; other numbers are inactive results; ? = inconclusive; . = not tested or not shown; [ ] = remark or other dose. Unless noted, the call rests on the fitted dose curve; in most records, active means well fitted curve in the direction sought with a large enough effect; inconclusive means small, poorly fitted or top-dose-only effect, or another doubt; inactive means no such curve, though single readings can be large; an effect the other way counts as inactive or inconclusive. No enrichment for hits; about 4.1% have a hit in one of these screens.

SMILES	PI5P4K alpha inh	EPAC1 antag	aSyn rescue	PLK1 PBD block	Abeta rescue	FUS yeast rescue	WRN helicase inh	IL-2 act	EPAC1 agonist
CCCCN(C(=O)C1=COCCO1)c1c(N)n(Cc2ccccc2)c(=O)[nH]c1=O	-12	-5%	-4%	-7%	-2%	30%	-18%	1.0	6%
CC1CCCC(NC(=O)CSc2ncccn2)C1C (stereo not given)	7	-9%	-3%	-12%	-11%	.	-24%	-0.1	8%
CCOC(=O)C1CCN(C(=S)Nc2cccc(C)c2C)CC1	5	-3%	-7%	-11%	30%	.	7%	2.5	6%
O=C(Nc1ccc(Cl)c(S(=O)(=O)N2CCOCC2)c1)c1ccc2c(c1)OCO2	2	3%	-4%	8%	4%	-6%	-23%	-1.0	9%
CCOC(=O)CON1C(=O)C(C)(C)N(OCC(=O)OCC)C(=O)C1(C)C	0	-2%	-3%	-4%	-1%	-18%	-1%	-3.1	-4%
CC1CN(C(=O)COC(=O)c2ccc(S(=O)(=O)N(C)C)cc2)CC(C)O1 (stereo not given)	-1	-17%	-11%	-9%	7%	-3%	4%	-0.2	4%
Cc1noc(C)c1COC(=O)Cc1ccc(Cl)cc1	5	-2%	1%	2%	6%	2%	-7%	-1.2	-5%
CC(=O)N1CCN(C(=O)CSc2nc3c(cnn3-c3ccccc3)c(=O)[nH]2)CC1	-2	18%	-4%	-4%	-2%	-5%	2%	0.7	-8%
Nc1ccccc1C(=O)N=Nc1[nH]c(N)c2ccccc12	1	-19%	0%	-3%	-18%	-1%	-6%	-1.4	-7%
Cc1cc(=O)[nH]c(SCC(=O)Nc2cccc(C(F)(F)F)c2)n1	-8	10%	6%	-7%	4%	-1%	0%	0.6	-3%
CCCn1nc(C(=O)Nc2ccc3c(c2)OCCO3)c2ccccc2c1=O	2	6%	-6%	0%	-20%	.	-5%	-5.2	17%
CCOC(=O)C1(CCOc2ccccc2)CCN(Cc2cccc3nonc23)CC1	1	-3%	-9%	-11%	4%	-18%	4%	-4.1	13%
CCCNS(=O)(=O)c1ccc(OCC(=O)NCCCOC)cc1	8	9%	0%	-9%	5%	-30%	1%	2.2	-3%
O=C(NN/C(=N/S(=O)(=O)c1ccc(Cl)cc1)c1ccccc1)c1ccc(O)cc1	3	-19%	-18%	-12%	-24%	10%	-7%	-0.8	11%
O=P(OC1CCCCC1)(OC1CCCCC1)C(O)c1cccnc1 (stereo not given)	7	-2%	-2%	-12%	9%	5%	6%	0.0	1%
CN(Cc1cnccn1)C(=O)CC1C(=O)NCCN1Cc1cccc(F)c1 (stereo not given)	-1	2%	2%	-4%	4%	.	-12%	-1.0	3%
CC(=O)Nc1ccc(NC(=O)C2CC(=O)Nc3ncnn32)cc1 (stereo not given)	5	-18%	-1%	-4%	-5%	-30%	-3%	-0.5	-2%
CN(C)S(=O)(=O)Oc1ccsc1C(=O)Nc1ccc(Cl)cc1	13	19%	0%	-8%	24%	10%	-13%	-4.9	11%
C/C(=N\NC(=O)c1ccc(Cn2cc([N+](=O)[O-])cn2)o1)c1cccc(NC(=O)C(C)C)c1	-7	13%	-11%	0%	1%	.	8%	3.6	-4%
CCC(c1nnc(SCC(=O)NCCc2ccc(Cl)cc2Cl)o1)N(C)C (stereo not given)	-3	8%	6%	27µM*	-2%	-1%	-5%	0.9	-5%
O=C(NCc1ccccc1)c1cc(C2CCCCN2C(=O)c2ccc3c(c2)CCO3)on1 (stereo not given)	0	-7%	?	-2%	-7%	29%	-13%	0.3	-3%
COc1ccc(N(C(=O)c2snc(C(N)=O)c2N)C(C(=O)NC2CCCCC2)c2ccc(C)o2)cc1 (stereo not given)	2	-30%	11%	-8%	16%	22%	5%	0.4	-21%
FC(F)(F)c1cc(-c2ccccc2)nc2nc(N3CCOCC3)sc12	0	-19%	2%	-8%	-29%	-5%	4%	2.7	-3%
CC1(C)CC(=O)C(Sc2ccccc2[N+](=O)[O-])=C(O)C1	-1	3%	4%	11µM*	3%	.	-13%	0.3	1%
COc1ccc(NC(=O)C2CC(c3ccccc3O)=NO2)cc1OC (stereo not given)	-2	-10%	-3%	1%	-4%	12%	0%	1.0	-1%
O=C(Nc1ccc2c(c1)oc1ccc(S(=O)(=O)N3CCCC3)cc12)C1CC1	.	1%	5%	1%	-1%	20%	-14%[57.1 µM]	-2.9	19%
CSc1ccc(COC(=O)CCS(=O)(=O)c2ccc(C)cc2)cc1	8	4%	20%	2%	-30%	10%	2%	-1.3	6%
O=C1C=C(Nc2ccc(Cl)cc2)CC(c2ccccc2)C1 (stereo not given)	-13	-26%	0%	-21%	-5%	33%	4%	-2.9	3%
CCCOc1ccc(N2C(=O)CC(SC(=NCC)NCC)C2=O)cc1 (stereo not given)	-4	-5%	-4%	-11%	20%	-14%	-2%	3.5	-2%
CC(=O)c1ccc(OCC(=O)OCc2cc(-c3ccco3)on2)cc1	-14	14%	0%	-1%	5%	.	-1%	-2.6	5%
O=C(NC(=S)Nc1cccc([N+](=O)[O-])c1)c1ccco1	-9	-8%	-6%	-10%	9%	24%	-3%	26	3%
CC1(C)C[C@@H]2C[C@@](C)(CN2C(=O)c2cc(COc3cccc(C(F)(F)F)c3)on2)C1	12	-28%	9%	-3%	23%	22%	-21%	-6.1	-18%
O=C1C(=O)N(c2ccccc2)c2ccccc21	14	-28%	30%	-1%	19%	.	-11%	0.7	-1%
COc1ccc(NC(=O)Cc2ccc(C)cc2)c([N+](=O)[O-])c1	1	-6%	6%	-5%	2%	-2%	-14%[57.1 µM]	-1.1	-1%
CCO/C=C1/C(=O)N(C(C)=O)c2ccccc21	.	6%	-13%	-11%	-4%	15%	13%	-0.5	-5%
CCOC(=O)Nc1ccc(C(=O)/C=C/c2ccccc2)cc1	1	-27%	1%	-11%	9%	2%	-22%	-4.1	-5%
CN(CCCNC(=O)Cn1cc2c(n1)CCCC2)C1CCCCC1	-1	-3%	1%	-8%	-4%	0%	5%	-2.9	11%
COc1cc(C=O)ccc1OCCOc1ccccc1[N+](=O)[O-]	0	-1%	1%	-14%	23%	.	-15%	-0.2	-2%
CC1SCC(=O)N(CC(=O)NCc2ccccc2)C1=O (stereo not given)	9	0%	-1%	-3%	-6%	-31%	-2%	-3.4	19%
CCOC(=O)c1cnc2ccc(C)cc2c1Sc1ccccc1C(=O)OC	-1	-16%	2%	27µM*	6%	6%	-4%	-0.7	14%
Cc1ccc(CCNC(=O)C2CCC(=O)N2C2CCCC2)cc1 (stereo not given)	.	4%	-3%	-7%	1%	16%	1%	-2.1	-1%
Cc1ccccc1C(=O)NNC(=O)C(=O)N1CCCCC1	0	4%	1%	-4%	1%	.	3%	0.2	5%
O=C(NCc1ccc(C(F)(F)F)cc1)c1ccc(-c2ccc(F)c(F)c2)c2ccoc12	9	-8%	9%	-8%	-16%	-1%	-13%	0.0	-7%
O=C(COC(=O)c1ccncc1)Nc1cc(S(=O)(=O)N2CCOCC2)ccc1Cl	-29	13%	-1%	5%	-11%	33%	3%	0.7	4%
O=C(c1ccc(S(=O)(=O)N2CCCC2)cc1)N1CCCC(C(F)(F)F)C1 (stereo not given)	-2	2%	-1%	-2%	6%	5%	-4%	-2.2	-1%
Cc1ccc(NC(=O)N/C=C/c2ccccc2)cc1	-11	-4%	2%	-15%	17%	?	-8%	0.0	8%
O=C(Nc1ccc(F)cc1)c1cnccn1	-12	-1%	-7%	-10%	-3%	-60%[inhibitor]	4%	-2.6	16%
O=C(O)C1CCN(C(=O)c2ccc(Cl)cc2)CC1	0	8%	-3%	-1%	25%	-22%	-21%[57.1 µM]	3.5	0%
Nc1nc(NCCOCCO)nc(NCc2ccccc2)c1[N+](=O)[O-]	-8	6%	-2%	-8%	-16%	-4%	16%	1.3	2%
Cc1cccc(NC(=O)Cc2ccc(F)cc2)c1	7	-12%	0%	-2%	21%[9.22 µM]	19%	-4%	-3.0	4%
CCOc1nc(C)nc(NC(=O)NS(=O)(=O)c2ccccc2Cl)n1	-6	-14%	-8%	-7%	-16%	-13%	4%	-2.5	-4%
CN(N)C(=S)Nc1ccc(Cl)cc1	0	9%	-1%	9%	8%	-6%	7%	-0.5	-14%
CN(C)c1ccc(/C=N/N2C(=O)c3ccccc3C2=O)cc1	-4	-22%	-11%	-17%	2%	-45%	1%	-3.8	-5%
O=C(CCc1nnc(C2(c3ccc(Cl)cc3)CCC2)o1)N1CCCC1	-1	-13%	13%	-16%	3%	4%	6%[57.1 µM]	4.3	8%
CC(=O)Nc1ccc(S(=O)(=O)Nc2ccccc2N2CCOCC2)cc1Cl	2	3%	13%	-11%	11%	.	-34%	-2.2	6%
Cc1cc(C)nc(/N=C(\NC(=O)C(C)(C)C)Nc2ccccc2)n1	0	8%	-1%	-5%	-1%	-11%	-4%	-1.9	7%

Another view of 2 compounds above:
molecule | PI5P4K alpha inh | EPAC1 antag | aSyn rescue | PLK1 PBD block | Abeta rescue | FUS yeast rescue | WRN helicase inh | IL-2 act | EPAC1 agonist
O=C(CCc1nnc(C2(c3ccc(Cl)cc3)CCC2)o1)N1CCCC1 | -1 | -13% | 13% | -16% | 3% | 4% | 6%[57.1 µM] | 4.3 | 8%
CC(=O)Nc1ccc(S(=O)(=O)Nc2ccccc2N2CCOCC2)cc1Cl | 2 | 3% | 13% | -11% | 11% | . | -34% | -2.2 | 6%

High-throughput results from PubChem BioAssay.
